Vif-A3F inh: inhibitors of Vif-A3F interaction | Potency, µM (titrated, usually from 46.1 µM), for inactives: at the highest dose activity, negative = active | hit rate 0.2% among 390,000 | HeLa A3F-eYFP + Vif (tagged APOBEC3F with the HIV-1 protein that degrades it), YFP fluorescence increase; further: potency means the concentration at half of the fitted maximal effect; % of control where 0% means no effect; nearly all actives have a fitted effect of over 65% in size
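Fluorescence increase (Ex 488/Em 500-530) after overnight compound treatment at 37 deg C flags inhibition of Vif-driven A3F-eYFP loss in stable HeLa A3F-eYFP/Vif cells seeded overnight beforehand.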
Vif-APOBEC3G blk: Vif-A3G binding inhibition; Potency, µM (doses to about 46.1 µM), inactives show top-dose activity, negative = active, actives largely listed as inhibitors; HeLa A3G-eYFP + Vif (tagged APOBEC3G with the HIV-1 protein that degrades it), YFP fluorescence, overnight; AID 602310; hit rate 0.076% among 410,000; Q9HC16;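 further: potency means the concentration at half of the fitted maximal effect; on the % scale 0 is the no-effect control and ±100 the full control effect; nearly all actives have a fitted effect of over 60% in size; hits raise eYFP signal because A3G escapes Vif-driven loss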
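HeLa cells stably expressing Vif and C-terminally eYFP-tagged A3G, seeded overnight at 37 deg C, then exposed to compound by pintool overnight at 37 deg C. Rise in yellow fluorescence (Ex 488/Em 500-530, Acumen) marks blocked Vif-driven A3G degradation.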
RXFP1 agonist: RXFP1 (human) receptor agonism; Q9HBX9; HEK293T-RXFP1 cAMP TR-FRET, 30 min; response scale: percent of porcine relaxin response, buffer zero; Potency, µM (top dose mostly 57.5 µM), for the others: at the highest dose activation, actives largely listed as activators; hit rate 0.3% among 370,000; AID 2676; further: potency means the concentration at half of the fitted maximal effect; on the % scale 0 is the no-effect control and ±100 the full control effect; nearly all actives have a fitted effect of over 60% in size; many of its hits are not listed in these tables
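HEK293T cells stably expressing RXFP1 were pretreated with the PDE4 inhibitor Ro 20174, exposed to compounds for 30 min at 37C, lysed, and cAMP was read by TR-FRET. Data normalized to buffer (basal) and 29 nM porcine relaxin (100%).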
LDHA block: blocks human lactate dehydrogenase A | P00338 | purified LDHA, NADH/diaphorase-resazurin fluorescence; hits give low values | activity change, % (values are at about 110 or 230 µM) | hit rate 0.15% among 480,000 | AID 1347041; in the data active means activity change below about -30%; inconclusive means mostly about -25% to -30%;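 further: plate controls were DMSO wells for no effect and wells without enzyme for full effect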
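Human LDH5 (2 nM) was incubated with 0.06 mM NADH and 0.2 mM pyruvate for 5 min at room temperature in Tris pH 7.4. Remaining NADH was coupled through diaphorase/resazurin, and resorufin fluorescence was read at 0 and 20 min.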
D1 PAM: enhances dopamine response at the human D1 receptor | P21728 | HEK293 TREx D1 cells, calcium flux, dopamine EC20 potentiation | potentiation, % at 10 µM | hit rate 0.036% among 360,000; in the data active means potentiation above about 30%; further: 0% is about no effect
Target sequence (P21728 whole entry, looked up): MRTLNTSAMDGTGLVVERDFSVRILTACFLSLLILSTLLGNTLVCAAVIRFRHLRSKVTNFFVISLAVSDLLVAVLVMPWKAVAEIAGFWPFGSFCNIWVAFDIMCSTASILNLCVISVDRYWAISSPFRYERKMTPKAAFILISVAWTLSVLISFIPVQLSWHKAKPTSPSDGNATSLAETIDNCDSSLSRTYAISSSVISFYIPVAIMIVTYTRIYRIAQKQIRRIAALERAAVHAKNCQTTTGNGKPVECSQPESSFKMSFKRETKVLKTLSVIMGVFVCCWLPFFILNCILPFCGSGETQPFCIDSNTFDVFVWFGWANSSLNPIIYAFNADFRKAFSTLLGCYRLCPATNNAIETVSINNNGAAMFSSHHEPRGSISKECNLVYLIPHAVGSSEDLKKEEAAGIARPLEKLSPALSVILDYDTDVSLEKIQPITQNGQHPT
D2 PAM: positively modulates the human D2 dopamine receptor allosterically; HEK293 T-REx D2, calcium flux, EC20 dopamine potentiation; hit rate 0.34% among 340,000; P14416; AID 485347; potentiation, % at 10 µM;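 active means potentiation over 3 SD above the plate norm, cut at about 30% in these data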; further: 0% is about no effect
Target sequence (P14416 whole entry, looked up): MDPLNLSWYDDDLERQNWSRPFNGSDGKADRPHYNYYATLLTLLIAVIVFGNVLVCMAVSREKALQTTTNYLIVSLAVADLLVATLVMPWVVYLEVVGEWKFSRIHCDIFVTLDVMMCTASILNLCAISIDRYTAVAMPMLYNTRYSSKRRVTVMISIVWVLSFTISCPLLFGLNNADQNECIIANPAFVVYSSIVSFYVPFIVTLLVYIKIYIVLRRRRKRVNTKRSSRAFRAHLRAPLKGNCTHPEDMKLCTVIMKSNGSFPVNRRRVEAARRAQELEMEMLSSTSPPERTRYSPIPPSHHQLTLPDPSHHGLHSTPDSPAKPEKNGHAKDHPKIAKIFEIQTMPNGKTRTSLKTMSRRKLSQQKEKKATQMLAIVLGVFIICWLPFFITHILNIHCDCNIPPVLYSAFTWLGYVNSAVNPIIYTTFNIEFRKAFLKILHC
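Potentiation of an EC20 dopamine calcium response measured kinetically over 180 s, after a preceding 180 s compound-only read flagging agonists. Cells: inducible Hek293 Trex D2 line, 4000/well, cultured overnight at 30 C before dye loading.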
Glioma ERSR ind: ER stress response induction in glioma; U87-MG GRP78 promoter luciferase reporter, 16 h; Potency, µM, inactives show at the highest dose activation, hits mostly activators; hit rate 0.02% among 420,000; further: potency means the concentration at half of the fitted maximal effect; series mostly up to about 76 µM; % of control where 0% means no effect; nearly all actives have a fitted effect of over 35% in size
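ERSR induction read as luciferase luminescence (Bright-Glo, 10 min at room temperature) in stably transfected human U87-MG glioma cells exposed to compounds for 16 h, using GRP78 as sensor.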
D1 ag: activates the human D1 dopamine receptor; P21728; HEK293 T-REx D1 cells, calcium flux, agonist mode; activation, % at 2 µM; hit rate 1% among 360,000; in the data active means activation above about 30%; further: 0% is about no effect
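Agonism was scored from calcium flux recorded over 180 s (1 read/s) after pintool compound addition, following a 10-cycle baseline. Cells were inducible force-coupled HEK293 TREx D1, plated overnight at 30 C and loaded with no-wash calcium dye.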
D1 antagonist: antagonists of human D1 dopamine receptor. hit rate 3.2% among 360,000. HEK293 TREx D1 cells, calcium flux, dopamine EC80; hits give low values. activity change, negative = inhibition, % at 10 µM; in the data active means activity change below about -30%; further: on the % scale 0 is the no-effect control and ±100 the full control effect
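Inducible Hek293 Trex D1 cells (tetracycline, overnight, 30 C). Calcium dye 30–90 min RT. Antagonist mode: EC80 dopamine added after 180 s compound read.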
* marks the source's active call; other numbers are inactive results; ? = inconclusive; nt = not tested or not shown; & = joins results of further samples. Unless noted, the call rests on the fitted dose curve; in most records, active means well fitted curve in the direction sought with a large enough effect; inconclusive means small, poorly fitted or top-dose-only effect, or another doubt; inactive means no such curve, though single readings can be large; an effect the other way counts as inactive or inconclusive.

Below each compound – D1 PAM	D1 ag	Vif-APOBEC3G blk	LDHA block	RXFP1 agonist	D2 PAM	D1 antagonist	Glioma ERSR ind	Vif-A3F inh
Cc1ccc(NC(=O)CN2C(=O)N/C(=C\c3cccn3-c3cccc(C(=O)O)c3)C2=O)cc1
→ -2	-3	-3%	-1&-16&-9	0.1%	11	20	1%	-4%
Clc1ccc(CNc2ccccn2)cc1
→ -3	3	-10%	0	-0.2%	-2	2	6%	0%
CCC(C)C(=O)Nc1cc([N+](=O)[O-])ccc1Cl (stereo not drawn)
→ -5	1	1%	-3	-2.3%	10	-21	1%	-3%
Cc1ccc(-c2nn[nH]n2)cc1Cl
→ 0	2	0%	5	-0.2%	3	-7	-2%	9%
CC(C)NC(=S)N1CCN(S(=O)(=O)c2cccc(C(F)(F)F)c2)CC1
→ -8	0	0%	-7	1.4%	6	6	-3%	10%
CCOC(=O)N1CCN(c2c(N3CCN(c4cc(C)ccc4C)CC3)c(=O)c2=O)CC1
→ nt	0	2%	-3	-0.4%	-2	4	-3%	1%
c1ccc2c(c1)NCCS2
→ -1	4	-12%	9	-1.5%	2	-13	0%	-5%
CCOC(=O)c1ccccc1NC(=O)CSc1nccn1C
→ -5	1	2%	-1	2.8%	53*	-7	6%	-2%
Cc1cccc(N(C(=O)c2csnn2)C(C(=O)NC(C)(C)C)c2cccs2)c1 (stereo not drawn)
→ -4	1	0%	-7	-0.1%	5	-5	-3%	-4%
Cc1ccc(-n2c(SCC(N)=O)nnc2-c2cccnc2)c(C)c1
→ 1	3	0%	-1	-0.8%	-7	-16	-5%	-2%
Cc1csc(=O)n1CC(=O)OCC(=O)NCc1ccccc1
→ 1	2	1%	-3	0.0%	-8	7	4%	-8%
COc1ccc(S(=O)(=O)N2CCOCC2)cc1NC(=O)c1ccc(OCC(C)C)c(OC)c1
→ -1	1	-5%	-5	-1.5%	5	-10	-1%	7%
CC(=O)Nc1ccc(S(=O)(=O)N2CCSC2C(=O)O)cc1 (stereo not drawn)
→ 1	2	-1%	-6	1.4%	8	7	-2%	-7%
CCCCc1nc2cc(Cl)ccc2o1
→ -2	0	-5%	0	1.2%	-4	-7	-2%	-5%
COc1ccc(N(C(=O)c2ccco2)C(C(=O)NC2CCCC2)c2cccs2)c(OC)c1 (stereo not drawn)
→ -11	1	-4%	3	3.5%	nt	2	-5%	0%
COc1ccccc1-c1coc2c(CN3C(C)CCCC3C)c(O)ccc2c1=O (stereo not drawn)
→ -8	-3	0%	0	2.7%	-3	12	-3%	2%
CC(C)=CC(=O)OCC(=O)Nc1cccc([N+](=O)[O-])c1
→ 1	0	0%	-9	2.8%	-5	4	-2%	0%
COc1ccccc1NC(=O)C1=C(C)Nc2nc(CCCO)nn2C1c1ccc2c(c1)OCO2 (stereo not drawn)
→ -6	3	-6%	-4	1.1%	-8	6	-1%	1%
Cc1nc(-c2cnn(-c3ccccc3)c2)c2cc(C)oc2n1
→ 4	0	-2%	4	-1.5%	4	-6	0%	0%
CC(=O)c1cnc2cc(-c3ccccc3)nn2c1C
→ -3	2	-1%	-7	4.3%	5	1	5%	-9%
Cc1cc(Br)ccc1NC(=O)c1cn(C2CCCC2)c(=O)c2c1c1ccccc1n2C
→ 1	0	3%	-2	?	19	4	-2%	4%
COc1cccc(S(=O)(=O)NCc2ccc(C(=O)Nc3ccc(Cl)cc3)cc2)c1
→ -6	5	0%	-13	0.4%	-5	0	-5%	5%
CCOC(=O)C(NC(C)=O)C(=O)Nc1ccc(C(C)C)cc1 (stereo not drawn)
→ -2	2	-5%	-1	-0.3%	-5	-11	0%	-5%
Cc1c(Cl)cccc1NC(=S)Nc1ccc2[nH]c(=O)[nH]c2c1
→ -7	3	-4%	2	2.8%	-7	3	-4%	-5%
CCc1ccc(-n2c(=O)c3c(C)c(C)sc3n(CC(=O)NCc3ccc(C)cc3)c2=O)cc1
→ 2	0	nt	3	1.2%	1	0	nt	nt
Nc1ccc(C(=O)N/N=C/c2sc(N3CCOCC3)nc2-c2ccccc2)cc1
→ -2	1	-12%	-1	1.9%	9	-19	0%	9%
Cc1ccc(CNC(=O)C2CCN(c3nn4cc(-c5ccc(F)cc5)nc4s3)CC2)cc1
→ 2	0	1%	-2	-0.4%	nt	6	4%	1%
Cn1cnnc1Sc1ccc(C(=O)NCCC(c2ccccc2)c2ccccc2)cc1[N+](=O)[O-]
→ -8	4	-8%	-1	-0.1%	nt	-10	-6%	0%
O=C1CCCN1CN(C(=O)c1ccccc1)c1ccc(F)cc1
→ 2	1	0%	-5	-2.6%	10	13	-5%	-6%
CCNC(=O)N(C)C[C@H]1N[C@@](CC)(C(=O)OC)[C@H]2C(=O)N(Cc3ccccc3)C(=O)[C@@H]12
→ nt	nt	2%	2	nt	nt	nt	-5%	4%
Cc1cc(C)c(C(N)=O)c(Nc2ccc3c(c2)OCCO3)n1
→ -1	-2	-2%	6	1.3%	-2	-8	-3%	3%
COc1cccc(NC(=O)c2ccc(-c3ccc([N+](=O)[O-])cc3)o2)c1
→ 4	8	-9%	5	2.4%	-12	5	8%	?
Cc1cc(Nc2ccc(Cl)cc2)nc(NCc2ccccc2)n1
→ -4	14	-4%	-1	2.9%	-5	-12	-15%	-15%
COc1cc(Br)c(/C=C/c2ccc3cccc(O)c3n2)cc1OC
→ -7	2	-9%	-5	0.8%	6	-7	2%	-16%
CC(=O)Nc1ccc(-c2ccc(NC(C)=O)cc2)cc1
→ -4	3	0%	-15	-0.1%	3	-8	2%	?
O=C(Nc1ccc2c(c1)C(=O)N(C1CCCCC1)C2=O)C1CCCO1 (stereo not drawn)
→ 2	2	5%	0	2.4%	-6	0	7%	0%
Cc1ccc(C2(C)NC(=O)N(CC(=O)Nc3ccc4c(c3)CCC4)C2=O)cc1 (stereo not drawn)
→ 2	10	-1%	-10	-1.0%	8	-5	-2%	-5%
COc1ccc(S(=O)(=O)N2CCC(C(=O)NC3CC3)CC2)cc1OC
→ 1	4	-3%	-2	-3.5%	4	3	-4%	3%
CC(=O)Nc1nc(-c2ccc(-c3ccccc3)cc2)cs1
→ nt	nt	-4%	-2	nt	nt	nt	0%	-2%
COc1ccc(N=C2SC(CC(=O)Nc3ccccc3F)C(=O)N2Cc2ccco2)cc1 (stereo not drawn)
→ -11	3	3%	-2	1.7%	-8	8	-4%	4%
Cc1ccc(S(=O)(=O)CCC(=O)Nc2nnc(-c3cccs3)o2)cc1
→ -1	-1	-30%	-3	-1.7%	4	0	8%	?
CC1=NCC(C)c2c1[nH]c1ccccc21 (stereo not drawn)
→ -1	3	-12%	-13	3.0%	-11	-5	-3%	4%
O=C1/C(=C/c2ccccc2)CCCc2ccccc21
→ -3	2	-2%	-5	1.1%	-3	-11	9%	-5%
O=C(/C=C/c1ccccc1)NNc1ccc(Cl)cc1
→ -4	-3	-14%	-2	-0.1%	1	2	-4%	8%
Cc1cc(C)c(NC(=O)c2cc(C(=O)O)ccc2C(=O)O)c([N+](=O)[O-])c1
→ -5	3	0%	-6	1.7%	-1	-3	-4%	2%
COc1ccc(NC(=O)COC(=O)Cc2ccsc2)c(OC)c1
→ nt	nt	1%	-4	nt	nt	nt	1%	-5%
Cc1onc(-c2ccccc2Cl)c1C(=O)N1CCC(C)CC1
→ nt	5	0%	-6	0.9%	10	-16	-1%	?
CCC1CSC(=Nc2ccc(C)cc2)N1C(=O)CN1C(=O)NC2(CCCC2)C1=O (stereo not drawn)
→ -4	1	-11%	5	-0.6%	4	10	-8%	3%
O=c1cc(-c2ccccc2)oc2cc(O)ccc12
→ nt	nt	-3%	2	nt	nt	nt	1%&-8%	-4%
CC1(C)O[C@@H]2CC3C4C[C@H](F)C5=CC(=O)C=CC5(C)C4C(O)CC3(C)[C@]2(C(=O)CO)O1 (stereo partly drawn)
→ -4	0	2%	-17	1.4%	5	-13	-5%	8%

Printed as active in D2 PAM (from the list above):
| molecule | D1 PAM | D1 ag | LDHA block | D2 PAM | D1 antagonist | Glioma ERSR ind |
| --- | --- | --- | --- | --- | --- | --- |
| CCOC(=O)c1ccccc1NC(=O)CSc1nccn1C | -5 | 1 | -1 | 53* | -7 | 6% |

(next part)
Below each compound – D1 PAM	D1 ag	Vif-APOBEC3G blk	LDHA block	RXFP1 agonist	D2 PAM	D1 antagonist	Glioma ERSR ind	Vif-A3F inh
O=C(COc1ccc(F)cc1)NCCc1nc2ccccc2[nH]1
→ 0	0	-4%	-3&-10	0.0%	-8	-4	-2%	-5%
COc1cc(OC)c(OC)cc1CNC(=O)c1cccc(S(=O)(=O)N2CCc3ccccc3C2)c1
→ 0	9	2%	5&-16	0.4%	6	-15	-5%	0%
C#CCNC(=O)C1=C[C@H](c2ccc(C(F)(F)F)cc2)C[C@H](OCCCCO)O1
→ -2	-2	3%	2	0.7%	5	-4	-2%	-7%
Cc1cccc(CNC(=O)CCCN2C(=O)c3cccnc3Oc3ccccc32)c1
→ -1	0	2%	-11	-0.2%	4	11	0%	-5%
CS(=O)(=O)N(CC(=O)NCc1ccncc1)c1cc(Cl)ccc1Cl
→ 5	-1	-5%	-4	-1.8%	17	-9	-4%	-5%
O=C1CN(C(=O)c2ccc(S(=O)(=O)N3CCCC3)cc2)C(c2ccccc2)c2cc(Cl)ccc2N1 (stereo not drawn)
→ -1	12	-6%	-2	1.5%	-4	-8	-2%	0%
CCn1ccc(C(=O)NC2C(=O)N3C(C(=O)O)=C(C)CSC23)n1 (stereo not drawn)
→ 2	4	1%	2	0.7%	-6	15	1%	3%
Cc1noc2ncnc(SCc3ccc(C(F)(F)F)cc3)c12
→ -3	5	-7%	3	0.0%	-4	-10	-4%	17%
COc1cccc(CNC(=O)Cc2csc(NC(=O)Nc3ccccc3OC)n2)c1
→ 3	-1	-4%	0	2.1%	-13	-12	0%	-10%
O=C(c1ccccc1[N+](=O)[O-])N1CCc2ccccc2C1
→ -1	1	1%	-7	0.6%	6	1	1%	7%

Assay outcomes from PubChem BioAssay.

Some of the compounds tested. The share of hits here may be higher or lower than overall.
